High-throughput results as filed in PubChem.
MsrA inhibitor = bovine MsrA inhibition | purified bovine MsrA, absorbance read-out | inhibition, % at 15.5 µM | actives 0.75% (n = 360,000); in the data active = inhibition above about 4.5%;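 note: 0% = vehicle wells with enzyme and 100% = reference inhibitor wells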
CSN inh = CSN deneddylation inhibition | actives 0.38% (n = 360,000) | inhibition, % at 12.5 µM | AID 651999 | Q92905 | Purified CSN, SCF-Nedd8-OG deneddylation, fluorescence polarization;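 active = pattern-corrected inhibition above about 35%, with an unprinted fluorescence ratio check between 0.5 and 1.5, limit read from the data, passing the limit was not always enough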;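 note: 0% = enzyme with substrate and 100% = substrate without enzyme; some results filed as inactive read as strong as hits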
Target sequence (Q92905 whole entry, looked up, one chain of several): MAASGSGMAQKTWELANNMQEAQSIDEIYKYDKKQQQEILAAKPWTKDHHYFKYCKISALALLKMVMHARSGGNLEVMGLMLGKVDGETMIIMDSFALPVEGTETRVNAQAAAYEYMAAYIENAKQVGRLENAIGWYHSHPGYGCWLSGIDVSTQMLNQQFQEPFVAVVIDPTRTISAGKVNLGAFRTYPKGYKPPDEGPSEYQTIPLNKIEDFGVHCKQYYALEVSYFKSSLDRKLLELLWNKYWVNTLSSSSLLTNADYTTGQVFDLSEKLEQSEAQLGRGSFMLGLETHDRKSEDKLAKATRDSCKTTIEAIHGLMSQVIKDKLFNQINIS
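Assay system: purified human Csn5 enzyme expressed in HEK293T cells; Input: 0.24 nM Csn5 enzyme, final concentration; Reagent: 10 nM SCFSkp2-Nedd8OG; Compound dosing: 12.5 µM single point; Times: reaction 90 min, room temperature; Technique: fluorescence polarization readout.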
DNMT1 block = DNMT1 (human) enzyme inhibition; P26358; DNMT1 molecular beacon, Hinp1I cleavage, fluorescence; inhibition (reported as % activation of signal), % at 10 µM; actives 0.83% (n = 360,000); AID 588458; in the data active = inhibition above about 50%
Rpn11 inh = blocks the human proteasome subunit Rpn11; O00487; human 26S proteasome, Ub4-pepOG fluorescence polarization; 20S core pre-blocked with epoxomicin; calls only at 20 µM; actives 0.59% (n = 360,000); AID 588493;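 active = inhibition at 20 µM, scaled to each plate's controls, above about 33%, limit read from the data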
Target sequence (O00487 whole entry, looked up): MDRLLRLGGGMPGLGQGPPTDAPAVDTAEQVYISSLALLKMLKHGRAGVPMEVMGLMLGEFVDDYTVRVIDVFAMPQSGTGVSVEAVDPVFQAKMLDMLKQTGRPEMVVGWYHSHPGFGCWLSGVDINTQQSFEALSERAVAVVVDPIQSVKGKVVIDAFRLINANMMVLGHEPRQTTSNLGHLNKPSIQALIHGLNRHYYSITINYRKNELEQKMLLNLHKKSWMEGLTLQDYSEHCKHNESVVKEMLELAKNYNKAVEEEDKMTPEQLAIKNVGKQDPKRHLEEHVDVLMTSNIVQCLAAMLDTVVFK
STEP block = inhibitors of human striatal-enriched phosphatase STEP; inhibition, % at 20 µM; AID 588621; recombinant STEP, OMFP fluorogenic substrate, fluorescence; P54829; actives 0.25% (n = 360,000);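 active = inhibition at 20 µM, scaled per plate between control wells, above about 37%, limit read from the data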;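 note: 0% = DMSO with enzyme and substrate and 100% = substrate only without enzyme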
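System: STEP (striatal-enriched tyrosine phosphatase) enzyme, cell-free; medium: Bis-Tris pH 6.0 buffer with DTT, detergent; dosing: 20 µM, 1% DMSO; times: reaction 20 min, ambient temperature; detection: fluorescence, 480/540 nm; read-out basis: normalized % inhibition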
Tb MetRS inh = Trypanosoma brucei MetRS inhibition; inhibition, % at 11.9 µM; purified T. brucei MetRS, ATP depletion, Kinase-Glo luminescence; actives 0.4% (n = 360,000);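 active = inhibition above a per-plate cutoff of the control wells' mean inhibition plus 3 SD, cut at about 5.5% in these data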;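 note: 0% = DMSO wells median and 100% = median of wells with control inhibitor compound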
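Dosing: 11.9 µM single point; system: parasite MetRS enzyme; technique: luminescence of leftover ATP; times: 15 min enzyme-compound preincubation, 2 h reaction, 10 min detection, 25 °C; replicates: each compound tested once; read-out basis: percent inhibition relative to median high and low control wells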
SUMO1-SIM PPI = modulators of human SUMO1-mediated protein-protein interactions; P63165; SUMO1 binding to a labelled peptide, TR-FRET, 1 h; inhibition, % at 20 µM; actives 0.33% (n = 360,000); AID 602429; in the data active = inhibition above about 37%
Target sequence (P63165 whole entry, looked up): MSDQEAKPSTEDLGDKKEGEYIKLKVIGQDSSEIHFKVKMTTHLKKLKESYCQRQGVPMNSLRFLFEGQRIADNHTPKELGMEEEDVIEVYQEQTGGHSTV
Scp1 inh = Scp-1 (human) phosphatase inhibition; inhibition, % at 20 µM; Recombinant Scp1, phosphopeptide, malachite green phosphate absorbance; actives 0.88% (n = 340,000);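 active = inhibition above about 50% at 20 µM, limit read from the data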;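 note: plate controls were DMSO wells with enzyme for no effect and wells lacking enzyme for full effect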
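Assay system: SCP-1 catalytic fragment, aa 76-261 | Buffer or medium: Tris acetate buffer pH 5.5 with MgCl2 and Tween-20 | Compound: One concentration, 20 µM, with 1.0% DMSO | Also added: Phospho 17-mer peptide substrate | Signal: Absorbance at 630 nm | Incubation: 45 min enzyme reaction at room temperature | Measure: % inhibition of SCP-1 phosphate liberation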
NadD inh = NadD (S. aureus) enzyme inhibition | purified NadD enzyme, colorimetric absorbance read-out | inhibition, % at 20 µM | actives 0.78% (n = 360,000) | AID 602399; in the data active = inhibition above about 26%; note: some compounds past the cut are filed as inactive
LMPTP block = blocks human LMPTP phosphatase. actives 0.22% (n = 360,000). AID 651560. recombinant LMPTP-A, OMFP fluorogenic substrate, fluorescence intensity. P24666. inhibition, % at 20 µM;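 active = compounds that cut the enzyme signal by at least half of the control window in the single-dose screen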;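 note: plate controls were DMSO wells with enzyme plus substrate for no effect and substrate without enzyme for full effect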
Target sequence (P24666 whole entry, looked up): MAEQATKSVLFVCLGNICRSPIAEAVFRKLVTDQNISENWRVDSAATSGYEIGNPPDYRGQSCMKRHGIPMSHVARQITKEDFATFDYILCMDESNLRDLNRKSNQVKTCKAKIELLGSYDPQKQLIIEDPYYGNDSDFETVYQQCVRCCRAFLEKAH
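Test system – LMPTP-A enzyme · Amount – LMPTP-A at 0.625 nM final in the reaction · Buffer or medium – Bis-Tris pH 6.0, DTT, detergent · Reagent – OMFP 400 µM · Doses – single 20 µM dose · Schedule – reaction 50 min, room temperature, dark · Detection – fluorescence intensity of OMFP turnover product · Evaluation – percent inhibition versus substrate-only and uninhibited controls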
Active calls of the source: *; i = inactive; . = not tested or not shown; + = active, no number.

SMILES,MsrA inhibitor,CSN inh,DNMT1 block,Rpn11 inh,STEP block,Tb MetRS inh,SUMO1-SIM PPI,Scp1 inh,NadD inh,LMPTP block
Cc1cccc(C(=O)NCC(=O)NCCCSc2ccccc2)c1,-0.1,0,0,i,3,-0.2,3,-9,-7,-0.7
Clc1ccc(C2=NNC(=NCC3CCCO3)SC2)cc1 (stereo not drawn),-0.5,1,-9,i,-2,0.5,1,-4,0,1.1
O=C(CSc1nc(-c2ccccc2Cl)ns1)c1ccc(Cl)cc1,0.9,-1,3,i,10,-1.1,1,1,-4,2.9
CCOC(=O)N1CCN(C(=O)COC(=O)c2ccc(S(=O)(=O)N(CC)CC)cc2)CC1,0.9,4,0,i,-1,-0.3,4,-1,5,2.2
Cn1c(SCc2c(Cl)cccc2Cl)nc(C(F)(F)F)cc1=O,-1.1,0,0,i,2,0.0,-5,-2,0,1.7
CCCCOC(=O)CCc1nc2ccccc2[nH]c1=O,1.4,-5,-7,i,2,-0.3,-2,-4,7,0.0
Cc1ccc(/C=N/NC(=O)CCn2nc(C)cc2C)c(C)c1,2.0,-1,-1,i,8,-0.6,-3,6,-4,-0.9
CCCCNC(=O)CCn1nc(-c2ccc(C)cc2)c2ccccc2c1=O,0.0,2,0,i,0,-1.0,-2,-4,-2,0.8
COc1cc(CN2c3ccccc3C(=O)CS2(=O)=O)cc(OC)c1,-0.4,-1,-15,+,0,-1.6,6,-4,0,-0.8
Cc1ccccc1OCc1nnc(SCCN2CCCC2)n1-c1ccccc1,1.3,0,-2,i,-6,-0.1,4,-4,0,1.3
CCOc1ccccc1OCCCC(=O)N1CCN(S(=O)(=O)c2cccc(F)c2)CC1,0.8,2,1,i,-2,-0.9,1,-7,-5,1.2
N#Cc1c(N2CCN(C(=O)c3ccccc3)CC2)nc(-c2ccccc2)c2c1CCCC2,1.3,-3,-2,i,9,-0.4,17,0,9,10
CC(C)c1cccc(-c2ccc3c(c2)S(=O)(=O)c2cccc(C(=O)NC4CCCC4)c2C3=O)c1,-0.1,-2,20,i,-1,-0.5,11,0,29,0.1
Cc1cccc(C(=O)N/N=C2\CS(=O)(=O)N(C)c3ccsc32)c1,3.3,-4,2,i,0,-0.7,-10,-14,1,-0.2
CCOC(=O)CC(NC(=O)CCS(=O)(=O)c1ccc2c(c1)n(C)c(=O)c(=O)n2C)c1ccc(C)cc1 (stereo not drawn),0.3,5,1,i,0,-0.2,7,-3,-1,-1.7
C[C@H](NC(=O)N1CCn2c1nc1ccccc12)C(=O)NC1CCCCC1,-0.9,6,1,i,1,0.0,-3,-3,0,-1.3
N=c1c2c(-c3ccccc3)c(-c3ccccc3)oc2ncn1Cc1ccco1,2.7,4,-16,i,-1,0.0,-6,5,4,2.4
CCN(CC(=O)Nc1ccc2c(c1)OCCO2)C(=O)COc1cc(C)ccc1Cl,-0.6,-3,-1,i,-2,-0.2,0,-9,-4,-1.1
O=C(c1ccc(CS(=O)c2cccc(Cl)c2)o1)N1CCN(C2CCCCC2)CC1 (stereo not drawn),-0.5,1,-1,i,5,-0.8,-1,-6,-10,-1.7
CC(C)Cc1cc(C(=O)Nc2ccc(F)cc2F)no1,-0.4,0,6,i,2,0.4,0,-8,3,0.8
Cc1ccc(SCCNC(=O)/C=C/c2ccc([N+](=O)[O-])cc2)cc1,0.8,-14,1,i,2,0.6,-20,-18,-4,2.2
COc1ccccc1C(=O)NCCSCc1ccccc1Cl,0.2,-2,2,i,-1,-2.3,5,-12,-9,0.0
CCN1CCN(CCCNC(=O)CS(=O)(=O)Cc2nc(-c3cccc(OC)c3)oc2C)CC1,1.1,-1,0,i,0,-0.6,-4,-6,4,-4.1
NC(=O)c1cc(Cl)ccc1OCC(=O)Nc1ccc2c(c1)OCO2,1.2,-3,-9,i,-2,-0.2,6,-12,7,0.8
COc1ccc(OCCNC(=O)c2cc(C3CC3)nc3c2cnn3C(C)C)cc1,0.9,4,2,i,-2,-0.3,4,-4,0,1.6

4 entries from above, ordered by molar mass, lowest first:
SMILES,MsrA inhibitor,CSN inh,DNMT1 block,Rpn11 inh,STEP block,Tb MetRS inh,SUMO1-SIM PPI,Scp1 inh,NadD inh,LMPTP block
Clc1ccc(C2=NNC(=NCC3CCCO3)SC2)cc1 (stereo not drawn),-0.5,1,-9,i,-2,0.5,1,-4,0,1.1
Cc1cccc(C(=O)NCC(=O)NCCCSc2ccccc2)c1,-0.1,0,0,i,3,-0.2,3,-9,-7,-0.7
C[C@H](NC(=O)N1CCn2c1nc1ccccc12)C(=O)NC1CCCCC1,-0.9,6,1,i,1,0.0,-3,-3,0,-1.3
CC(C)c1cccc(-c2ccc3c(c2)S(=O)(=O)c2cccc(C(=O)NC4CCCC4)c2C3=O)c1,-0.1,-2,20,i,-1,-0.5,11,0,29,0.1

Further records
SMILES,MsrA inhibitor,CSN inh,DNMT1 block,Rpn11 inh,STEP block,Tb MetRS inh,SUMO1-SIM PPI,Scp1 inh,NadD inh,LMPTP block
OC(c1ccc(-c2ccccc2)cc1)c1ncc(-c2ccccc2F)[nH]1 (stereo not drawn),2.3,1,-3,i,0,-0.2,5,.,-20,2.3
CC(C)=CCCC(C)=CCN1C(=O)CN(C)C1=O,-0.7,-2,0,i,5,-0.2,2,.,-2,-1.9
O=C(CSc1nc(O)c(Cc2ccccc2)c(=O)[nH]1)c1ccccc1,0.7,-2,1,i,-2,-0.3,7,-4,-5,-0.5
CCN1CCN(C(=S)Nc2ccccc2Cl)CC1,-0.7,-3,5,i,4,0.6,4,-6,0,-2.5
O=C(Nc1ccc(NC(=O)c2sc3ccccc3c2Cl)cc1Cl)c1ccco1,0.7,11,75*,i,5,0.0,-1,-2,6,-2.4
CCC(=O)c1ccc(OCc2ccc(C(=O)OC)o2)c(OC)c1,-1.0,3,0,i,-1,-0.6,-1,-3,-7,-0.4
COCCN(CCOC)S(=O)(=O)c1ccc(C(=O)Nc2ccc([N+](=O)[O-])cc2OC)cc1,1.7,-5,-1,i,1,-0.1,-15,-17,-3,-0.5
CCOc1ccc(C2=Nn3cnnc3SC2)cc1,2.7,9,1,i,4,-0.7,-9,0,-6,-1.8
C=CCc1ccc(OCC(O)COCC)c(OC)c1 (stereo not drawn),0.2,-3,0,i,-2,-0.3,-3,4,-5,-1.6
CCn1c(SCC(=O)N(C)C2CCS(=O)(=O)C2)nnc1-c1cccs1 (stereo not drawn),0.0,2,-4,i,-1,-0.2,0,-1,12,-1.2
COc1ccc(C(CNC(=O)c2cccc(S(=O)(=O)N3CCCCC3)c2)N2CCCC2)cc1 (stereo not drawn),-0.1,-2,1,i,-3,-0.3,-2,7,-11,4.3
CSc1ccccc1C(=O)Nc1ncc(C)s1,-0.2,-1,-1,i,0,-0.2,-3,-6,0,-2.6
O=C(Cn1cc(COc2ccc(Cl)c(Cl)c2)nn1)NS(=O)(=O)c1ccccc1C(F)(F)F,1.7,1,-1,i,-1,-0.4,16,.,4,-3.7
Cn1c(NCCCO)nc2c(c1=O)C1(CCCCC1)Cc1ccccc1-2,-0.2,6,-6,i,-3,-1.4,6,2,-2,0.8
CCOC(=O)c1sc(NC(=O)c2ccccc2OCC)nc1C,-1.0,1,2,i,2,0.5,0,-12,-8,-0.3
O=C(CN(C(=O)CNC(=O)c1ccco1)c1ccc(Cl)c(Cl)c1)NC1CCCCC1,0.7,1,-14,i,-2,-0.2,-1,-7,8,-0.2
Cn1nccc1C(=O)NC(=S)Nc1sc2c(c1C#N)CCCCC2,0.3,4,-26,i,3,-0.9,4,0,1,1.1
CC1CC(=S)Nc2ccccc2N1C(=O)Nc1ccccc1 (stereo not drawn),0.8,-2,1,i,-9,-1.1,-6,1,2,-1.3
Cc1cc(C)c2sc(N(CCN(C)C)C(=O)c3ccc4ccccc4c3)nc2c1,0.4,-5,-1,i,-2,-0.1,-3,5,-3,0.3
C/[N+]([O-])=C\CC(=O)c1ccc(-c2ccccc2)cc1,-1.0,-2,0,i,-2,0.3,-2,-4,-5,1.0
O=[N+]([O-])c1cccnc1N1CCOCC1,-0.3,-9,3,i,-2,0.0,-12,0,-11,0.6
CCN1CCN(CC(=O)NC2CCCC2)C(=O)C1=O,-0.2,4,0,i,-3,-0.8,1,-6,5,-1.0
CN(C(=O)CSc1ncnc2sccc12)C1CCCCC1,-0.2,-2,2,i,-2,-0.3,-2,-13,3,-0.2
O=C(NCC1CCCO1)c1onc(CSc2ccc(F)cc2)c1C(=O)O (stereo not drawn),1.2,-5,4,i,-1,0.1,-2,7,-3,-0.4
CCC(C)(C(=O)NC1CCCCC1)N(Cc1cccs1)C(=O)CC1NC(=O)NC1=O (stereo not drawn),1.0,-8,5,i,2,-0.9,0,-8,-3,-1.1
CCOC(=O)c1cccc(NC(=O)c2cc3sccc3n2C)c1,0.4,5,-7,i,2,-0.5,-1,-15,-7,1.9
CCOc1ccc(NC(=O)Nc2ccc3nsnc3c2)cc1,3.3,-3,0,i,7,-0.2,-12,-4,-8,2.2
CCSc1nnc([C@H](Cc2c[nH]c3ccccc23)NC(=O)OC(C)(C)C)o1,-0.5,1,-6,i,6,-0.5,2,-18,1,1.4
Cc1cc(Cl)nc2c(C(C)C)cccc12,-0.1,0,3,i,0,2.1,-1,-9,1,-1.7
O=C(COc1ccc(/C=N/NC(=O)c2ccccc2)cc1)Nc1ccc([N+](=O)[O-])cc1,0.1,0,15,i,6,-0.2,1,-7,6,3.0
COc1ccc(-c2c3c(=O)n(C)c(=O)n(C)c3cn2NC(C)=O)cc1,0.5,4,0,i,-1,-0.8,-5,1,4,0.3
CCN1CCN(C(CNS(=O)(=O)c2ccc(OC)cc2)c2cccnc2)CC1 (stereo not drawn),0.6,0,1,i,1,-0.9,-1,-6,-3,-3.1
COc1ccc(CC(=O)N(Cc2ccccc2)C(C)C)cc1,1.7,0,0,i,1,-0.4,1,-8,1,-0.1
Cc1ccc(C(=O)Cn2nnc(-c3ccccc3)n2)cc1,0.3,0,0,i,-1,0.6,0,-17,1,1.6
